Compound activity (PubChem)
sdo1 growth: compounds rescuing growth of sdo1-depleted yeast, bone marrow failure model; S. cerevisiae sdo1-depleted JHY4D growth rescue, OD600 30 h; stronger effect = higher value; pdr5 snq2 efflux-pump mutant strain; z-score at 10 µM; hit rate 0.21% among 140,000; AID 817;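 active = z-score above 3 at both the 24 hr and the 30 hr optical density reads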;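 also: z-score against mean and SD of all compound wells on the same plate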
Insulin prom inh: TRM-6 insulin promoter activity inhibition | hit rate 0.9% among 130,000 | inhibition, % at 2 µM | TRM-6 cells (human fetal islet line), insulin promoter-eGFP reporter, imaging; reporter expression induced with tamoxifen | AID 1273;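 active = inhibition above the mean plus 3 SD, with well images judged a real hit on visual review, cut at about 60% in these data, passing the limit was not always enough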
sdo1 growth Rescue 24 h: second read-out of sdo1 growth, no call of its own (marks repeat the call); z-score; S. cerevisiae sdo1-depleted JHY4D growth rescue, OD600; measured here: growth rescue at 24 h;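 0 is the plate mean of compound wells and units are plate SD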
Starred values were filed as active, the others as inactive; · = no result given; [ ] = remark or other dose.

Every second line gives: sdo1 growth, sdo1 growth Rescue 24 h, Insulin prom inh
> CCCC(c1nnnn1C1CCCC1)N1CCN(c2ccccc2F)CC1 (stereo not given)
 : -1.43, -0.88, -57.1
> Cc1cccc(C)c1N(CC(=O)Nc1cccc(N(C)S(C)(=O)=O)c1)S(C)(=O)=O
 : 0.94, 1.57, -22.2
> O=C(O)c1ccc(-n2c(-c3ccccc3)n[nH]c2=S)cc1
 : 0.78, -0.24, 3.2
> CCc1ccccc1NC(=S)N(Cc1ccco1)C(C)c1cccs1 (stereo not given)
 : ·, ·, -26.7
> Cc1ccc(S(=O)(=O)NC(=O)COc2ccccc2C(N)=O)cc1
 : 0.54, 1.44, 27.3
> O=C(O)/C(=C/c1ccco1)c1ccccc1
 : ·, ·, -23.8
> O=C(CSc1ncc(-c2ccccc2)[nH]1)Nc1ccccc1F
 : ·, ·, -25.0
> COc1ccc(-c2nnc3sc(-c4cccs4)nn23)cc1OC
 : -0.68, -0.23, 29.0
> O=C(CCCCCN1C(=O)CCC1=O)Nc1ccc2c(c1)OCCO2
 : 0.54, -0.63, -285.7
> COCc1cc(=O)n2[nH]c(-c3ccsc3-n3c(C)ccc3C)cc2n1
 : -0.07, 0.65, -30.0
> Cc1cc(NC(=O)Cn2c(=O)n(Cc3ccccc3)c(=O)c3ccccc32)no1
 : -0.01, 0.54, ·
> COc1cc(S(=O)(=O)N2CCN(c3ccccc3)CC2)ccc1Cl
 : 0.17, -0.22, ·
> CCCOc1ccc2ccccc2c1/C=N/n1cnnc1
 : -0.89, -0.65, -51.4
> Cc1cc(/C=N/NC(=O)C(=O)N2CCCC2)c(C)n1-c1cccc(Br)c1
 : -0.64, -1.02, 13.3
> COc1ccc(C2=Nn3c(nnc3-c3ccccn3)SC2)cc1
 : -0.42, -0.43, ·
> O=P(COCCCCCOCP(=O)(c1ccccc1)c1ccccc1)(c1ccccc1)c1ccccc1
 : ·, ·, -131.2
> OCC[n+]1ccc(/C=C/c2c[nH]c3ccccc23)cc1
 : 0.85, 0.75, -102.6
> CCCCCC(=O)N/N=C/c1ccc(N(C)C)cc1
 : 0.35, -0.17, 3.3
> CCOC(=O)C1CCCN(C(=O)C2CCN(S(=O)(=O)c3cnc[nH]3)CC2)C1 (stereo not given)
 : 0.57, 0.39, ·
> O=C(O)CC/C(=C\c1ccc(Cl)c([N+](=O)[O-])c1)c1nc2ccccc2s1
 : -0.02, -1.15, ·
> COc1cccc(-c2nnc3sc(-c4ccc(C)cc4)nn23)c1
 : -0.47, 1.69, -33.3
> COc1ccc2[nH]c3c(N4CCC(O)(c5cccc(C(F)(F)F)c5)CC4)ncnc3c2c1
 : -1.17, -0.47, 58.1
> S=C1NCCOCCOCCOCCOCCN1
 : -0.12, -0.91, -7.1
> O=C(NN1C(=O)/C(=C\c2cccnc2)SC1=S)c1ccco1
 : ·, ·, 50.0
> CCOC(=O)c1c(C)[nH]c(C2=NNC(=Nc3ccc(OCC)cc3)SC2)c1C
 : -1.45, -0.44, 27.3
> O=C(/C(=C(\[O-])c1ccccc1)[n+]1ccc2ccccc2c1)c1ccc([N+](=O)[O-])cc1
 : 1.61, 0.91, 13.3
> Cc1c(C(=O)N2CCCC(C)C2)sc2ncnc(N3CCCCC3C)c12 (stereo not given)
 : ·, ·, 23.5
> C(=C\c1ccccc1)/CSc1nnc(-c2cccnc2)o1
 : -1.39, -0.74, 20.0
> O=C(CSc1ccc2c(c1)OCCO2)Nc1cccnc1
 : ·, ·, -90.9
> O=C(O)CSc1nnc(-c2ccncc2)n1C1CCCCC1
 : 0.34, -0.31, ·
> CCOC(=O)C1CCN(Cc2cn[nH]c2-c2ccccc2)CC1
 : 0.09, 0.27, 20.0
> CCOC(=O)C1=C(C)C(c2ccc(OC)cc2)NC(=O)N1 (stereo not given)
 : ·, ·, -30.8
> Clc1ccc(-c2cn3cccnc3n2)cc1
 : 1.18, 0.78, -28.6
> CCn1c(CC(=O)Nc2ccc(C)c(Cl)c2)nnc1SCc1ccc(Cl)c(Cl)c1
 : -2.15, -1.29, ·
> O=C(CCC1CCCC1)N1CCC(N2CCN(c3ccccc3)CC2)CC1
 : -1.15, -0.88, ·
> CCOc1cnc(C(=O)NNC(=O)c2ccccc2Br)o1
 : ·, ·, 46.1
> Cc1cccc2cc(C(c3nnnn3C(C)(C)C)N(Cc3ccco3)CC3CCCO3)c(=O)[nH]c12 (stereo not given)
 : -0.54, 0.33, -41.9
> Cc1ccccc1NC(=O)c1ccc(OCC(=O)Nc2ccccc2F)cc1
 : ·, ·, -30.8
> CC12CC3(C)CC(C)(C1)CC(C(=O)NC(=S)N1CCCC1)(C2)C3
 : ·, ·, -25.0
> CCc1nnc(NC(=O)CSc2nc(-c3ccc(F)cc3)cc(-c3ccccc3)c2C#N)s1
 : -1.73, -1.06, ·
> O=C(NC(=S)N(Cc1ccccc1)c1ccccn1)C1CC1
 : 1.98, 2.13, ·
> CCOC(=O)Nc1cc(Br)c2c(c1)OCCO2
 : 0.03, -0.28, 19.4
> O=C(COC(=O)c1cc(S(=O)(=O)N2CCOCC2)cs1)c1ccccc1
 : 0.9, 1.08, 21.0
> O=C(CSc1nnc(-c2ccc(NS(=O)(=O)c3ccccc3)cc2)o1)NCC1CCCO1 (stereo not given)
 : 0.26, -0.04, ·
> CCn1cc(Cl)c(C(=O)Nc2cc(C(=O)OC)cc(C(=O)OC)c2)n1
 : ·, ·, -22.2
> Cc1ccccc1OCC1CN(CN2CCOCC2)C(=O)O1 (stereo not given)
 : 0.5, -0.53, ·
> O=C(Nc1nc2ccccc2s1)c1cc(-c2ccccc2)nn1-c1ccccc1
 : -0.19, 0.64, 23.1
> CCCOC(=O)CSC1=C(C#N)C(c2ccccc2Cl)CC(=O)N1 (stereo not given)
 : -0.9, -1.26, ·
> CCCCc1nc(S(=O)(=O)c2ccc(Cl)cc2)c(N2CCOCC2)o1
 : -0.12, -0.3, -104.7
> COc1ccc(-n2c(SCC#N)nnc2-c2ccc(NS(=O)(=O)c3ccc(C)cc3)cc2)cc1
 : 0.83, 0.48, ·
> COc1cc(/C=N\NC(=O)c2ccc(C)nc2)ccc1OC(=O)c1ccc2c(c1)OCO2
 : ·, ·, 20.0
> C/C(=N\NC(=O)c1cc(-c2cccc([N+](=O)[O-])c2)n[nH]1)c1ccccc1O
 : -1.37, -1.06, ·
> O=C(NCc1ccc2c(c1)OCO2)C1CCN(Cc2cnn(-c3ccccc3)c2-n2cccc2)CC1
 : 0.42, 0.02, -24.1
> Cc1[nH]c2ccccc2c1C(C[N+](=O)[O-])c1cccc(O)c1 (stereo not given)
 : ·, ·, -7.1
> Cc1cc2ccccc2n1CCNC(=O)Cc1cccc2ccccc12
 : -1.5, -1.07, ·
> N#CCCn1c(SCC(=O)N2CCN(S(=O)(=O)c3ccccc3)CC2)nc2ccccc21
 : 0.29, -0.36, -7.1
> O=C(O)c1cccc(COCC(F)(F)C(F)F)c1
 : 2.27, 5.15, 65.0
> COCC1CCCCN1Cc1cn[nH]c1-c1ccc2cc(OC)ccc2c1 (stereo not given)
 : ·, ·, -28.6
> COCCCNC(=S)N1CCN(c2ccccc2)CC1
 : ·, ·, -94.9
> COc1ccc2oc(=O)c(C(=O)N3CCN(c4ccccc4)CC3)cc2c1
 : 0.4, -0.21, 21.4

Carrying on.
Every second line gives: sdo1 growth, sdo1 growth Rescue 24 h, Insulin prom inh
> Cc1ccc(NC(=O)CN2C(=O)CSC2=O)cc1
 : 0.68, 0.51, -25.0
> COC(=O)c1ccsc1NC(=O)CSc1nnnn1-c1ccccc1SC
 : -1.87, -1.22, -317.1
> CCCCCCC(=O)Nc1nc(C)c(-c2csc(Nc3cc(OC)ccc3OC)n2)s1
 : 0.59, 0.38, -17.8
> C=CCn1c(SCC(=O)NCCC2=CCCCC2)nc2ccc(Cl)cc2c1=O
 : -0.74, -0.22, 3.2
> CCOc1ccc(C2C(C(=O)OC)=C(C)N=C3SCCC(=O)N32)cc1OCC (stereo not given)
 : 0.55, 0.14, 14.3
> CN(C)c1ccc(NC(=O)N2CCOCC2)cc1
 : 0.09, -0.95, -219.1
> Cc1cc(SCC(=O)Nc2ncc(Cl)cc2Cl)nc2ccccc12
 : -1.45, -1.1, ·
> Cc1cc(C)c(C(=O)Nc2ccc(S(=O)(=O)Nc3onc(C)c3C)cc2)c(C)c1
 : -0.15, 0.45, ·
> COc1cccc(-c2nnc(NC(=O)c3ccc(Cl)s3)o2)c1
 : -0.93, -0.84, -148.8
> Cc1ccc(-c2cc(-c3ccccc3C)[nH]n2)c(O)c1
 : -2.54, -2.07, -70.0
> Cc1nc2sc(C(c3cccc(F)c3)N3CCN(C(=O)c4ccco4)CC3)c(O)n2n1 (stereo not given)
 : 0.55, 0.99, -237.0
> CC(=O)c1cc(C)ccc1OC(=O)c1cccc2nc(C)oc12
 : 0.51, 0.45, 54.3
> Cc1nn(-c2ccccc2)c(C)c1NC(=O)COc1ccc(C#N)cc1
 : 0.73, 0.12, ·
> Cc1cc(C)nc(NNC(=O)NC2CCCCC2)n1
 : ·, ·, 36.4
> Cc1ccc(/C=N/n2cnc3sc4c(c3c2=O)CCCC4)o1
 : 0.22, 0.03, ·
> COCc1cc(C)nc(OCC(=O)N/N=C/c2ccc(-c3cccc([N+](=O)[O-])c3)o2)c1C#N
 : 0.14, -0.24, ·
> Cc1c(Br)cc(C(=O)NC2CCCCC2)c(C)c1C
 : -1.72, -1.59, 37.1
> COc1ccc(C2=NOC(Cn3c(Cc4ccc(Cl)cc4)nc4c3c(=O)n(C)c(=O)n4C)C2)cc1 (stereo not given)
 : -1.25, -0.93, ·
> CCN(CC)S(=O)(=O)c1ccc(NC(=O)C2c3ccccc3Oc3ccccc32)cc1
 : -0.67, -0.76, -50.0
> CS(=O)(=O)N(CC(=O)Nc1ccc2c(c1)OCO2)Cc1ccccc1
 : 0.28, -0.52, -350.0
> CCc1nc2sc3c(c2c(=O)n1NC(=O)CCl)CCCC3
 : 0.4, 0.56, 71.4
> O=C(NNC(=O)c1cccnc1)Nc1ccc([N+](=O)[O-])cc1
 : 0.94, 1.38, ·
> Cc1cc(C)cc(N2CN=c3s/c(=C\c4ccco4)c(=O)n3C2)c1
 : 1.55, 1.41, 3.7
> O=C(Cc1ccc(Cl)cc1)Nc1ccc(-c2cc3ccccc3oc2=O)c(Cl)c1
 : -0.55, -0.85, ·
> COCCCNC(=O)C1CCCCN1S(=O)(=O)c1ccc(F)cc1 (stereo not given)
 : 1.48, 1.56, 35.0
> CC1=CCC(C(=O)O)(C(=O)N/N=C/c2cccs2)C(c2ccc([N+](=O)[O-])cc2)C1 (stereo not given)
 : -0.07, -0.43, -14.3
> COc1ccc(OC)c(N(CC(N)=O)S(=O)(=O)c2ccc(OC)c(OC)c2)c1
 : 0.41, -0.03, 3.3
> O=C(c1c[nH]c(C(=O)N2CCN(Cc3ccccc3)CC2)c1)C1CCCCC1
 : ·, ·, -46.7
> O=C(Nc1ccc2c(c1)OCCO2)NC1(C(F)(F)F)Oc2ccccc2O1
 : -1.68, -0.62, ·
> Cc1ccc(S(=O)(=O)N2CCN(CC(=O)N/N=C/c3ccc(Br)s3)CC2)cc1
 : 8.86, 1.85, -11.8
> COc1ccc(OCCCC(=O)NCCc2ccccc2)cc1
 : 0, -0.18, -51.6
> N#CCCCSc1ncccc1-c1nc2ccccc2[nH]1
 : 0.08[7.7 µM], -0.49, -88.9
> O=C(NC1CCCC1)C(c1ccncc1)N(Cc1cccs1)C(=O)c1csnn1 (stereo not given)
 : -0.69, -0.24, -26.1
> CC(C)Cc1ccc(S(=O)(=O)N2CCOCC2)cc1
 : -0.92, 0.45, 19.2
> c1ccc2c(Cn3ccnc3)c[nH]c2c1
 : 0.57, 0.13, -22.1
> O=C(OCn1ncc(Cl)c(Cl)c1=O)c1cccc(C(F)(F)F)c1
 : -2.73, -1.87, -41.9
> OC(CSc1c(Cl)cccc1Cl)CN1CCN(c2ccccc2F)CC1 (stereo not given)
 : -1.25, 0, -18.2
> O=C(COc1ccccc1)N1CCN(c2ncnc3c2cnn3-c2ccccc2)CC1
 : -0.33, -0.3, -7.5
> CC1(CCc2ccccc2)NC(=S)N(c2ccccc2)N1 (stereo not given)
 : -1.88, -2.26, 3.7
> COc1cccc(C2CC(c3ccc(Cl)cc3Cl)n3nc(N)nc3N2)c1 (stereo not given)
 : 0.36, 0, ·
> O=C(Nc1nc2ccc([N+](=O)[O-])cc2s1)c1ccco1
 : ·, ·, 23.8
> CCC(C)n1c(-c2ccco2)nc2nc3ccccc3nc21 (stereo not given)
 : -1.57, -1.02, -48.6
> Cc1ccccc1Oc1nnc(-c2cccs2)c2ccccc12
 : -1.24, -1.21, ·
> COc1ccc(NC(=O)CSc2nccc(C)n2)cc1
 : 1.86, 3.1, 47.6
> CC(=O)c1cccc(NC(=O)CN(Cc2ccccc2)S(C)(=O)=O)c1
 : 0.88, -0.02, -12.8
> Cc1nc(-c2ccccc2O)n(S(=O)(=O)N(C)C)n1
 : -0.31, -1.5, 20.0
> CC(O)C(=O)N/N=C/c1cccc2ccccc12 (stereo not given)
 : 1.61, 1.65, 21.4
> Cc1ccc(Nc2nc(CSc3nnc(-c4ccccc4)n3C)cs2)cc1
 : -0.43, 0.66, -65.8
> COc1cc(C=O)cc(OC)c1OS(=O)(=O)c1ccc(NC(C)=O)cc1
 : 0.8, 0.97, -31.4
> O=C(O)c1ccc(N=NN2CCCCC2)cc1
 : ·, ·, 33.3

Some of these compounds in order of the Insulin prom inh value, rising.
canonical_smiles	Insulin prom inh
COc1ccc(OCCCC(=O)NCCc2ccccc2)cc1	-51.6
c1ccc2c(Cn3ccnc3)c[nH]c2c1	-22.1
O=C(COc1ccccc1)N1CCN(c2ncnc3c2cnn3-c2ccccc2)CC1	-7.5
CC1(CCc2ccccc2)NC(=S)N(c2ccccc2)N1 (stereo not given)	3.7
O=C(O)c1ccc(N=NN2CCCCC2)cc1	33.3
